Nrf2 ARE act: activates Nrf2 signaling; AREc32 ARE-luciferase reporter (MCF7-derived line), luminescence, 24 h; Potency, µM (titrated, usually from 46.1 µM), for the others: top-dose activation, actives largely listed as activators; 0.31% of 410,000 active; AID 624171; further: potency means the concentration at half of the fitted maximal effect; % of control where 0% means no effect; nearly all actives have a fitted effect of over 65% in size
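Luminescent ARE reporter assay in AREc32_Fluc cells: overnight plating at 37 deg C, 24 hr compound incubation, Steady-Glo added, 30 min RT before reading.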
CCT modulator: changes cytosolic chaperonin activity; purified chaperonin ATPase assay, HTRF ADP detection, 30 min; activity change, % (test concentration not listed), hits read low; 0.3% of 360,000 active; in the data active means activity change below about -30%; further: on the % scale 0 is the no-effect control and ±100 the full control effect
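ATPase activity: ADP formed was measured by HTRF Transcreener (665/615 nm ratio) after 30 min at 37 deg C with 10 uM ATP. Compounds screened at one 76 uM concentration against 40 or 20 nM TRiC in Tris pH 7.4/KCl/MgCl2/DTT buffer.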
A549 tox: kills or reduces viability of A549 cells in Nrf2 counter-screen. A549 ARE-Fluc cells, CellTiter-Fluor viability, 18-24 h. Potency, µM (highest dose often 46 µM), inactives show at the highest dose activity change, negative = cytotoxicity, hits mostly inhibitors. 0.16% of 390,000 active. AID 504648; further: potency means the concentration at half of the fitted maximal effect; on the % scale 0 is the no-effect control and ±100 the full control effect
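A549 ARE-Fluc cells in 5% FBS OPTI-MEM, 5000 cells/well, rested 2 h then exposed to compounds in concentration-response for 18-24 h at 37 °C. Viability by CellTiter-Fluor fluorescence (Ex 405/Em 525) after 30 min; luciferase luminescence (BugLite, 15 min, RT) read afterwards.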
EPAC2 ag: activates human EPAC2 exchange factor | AID 720711 | EPAC2 activation, biochemical qHTS; response scale: 100% = 6.5 mM cAMP response | Potency, µM (series often up to 154 µM), for the others: at the highest dose activation, usual class: activators | 0.079% of 360,000 active | Q8WZA2; further: potency means the concentration at half of the fitted maximal effect; nearly all actives have a fitted effect of over 50% in size
Target sequence (Q8WZA2 whole entry, looked up): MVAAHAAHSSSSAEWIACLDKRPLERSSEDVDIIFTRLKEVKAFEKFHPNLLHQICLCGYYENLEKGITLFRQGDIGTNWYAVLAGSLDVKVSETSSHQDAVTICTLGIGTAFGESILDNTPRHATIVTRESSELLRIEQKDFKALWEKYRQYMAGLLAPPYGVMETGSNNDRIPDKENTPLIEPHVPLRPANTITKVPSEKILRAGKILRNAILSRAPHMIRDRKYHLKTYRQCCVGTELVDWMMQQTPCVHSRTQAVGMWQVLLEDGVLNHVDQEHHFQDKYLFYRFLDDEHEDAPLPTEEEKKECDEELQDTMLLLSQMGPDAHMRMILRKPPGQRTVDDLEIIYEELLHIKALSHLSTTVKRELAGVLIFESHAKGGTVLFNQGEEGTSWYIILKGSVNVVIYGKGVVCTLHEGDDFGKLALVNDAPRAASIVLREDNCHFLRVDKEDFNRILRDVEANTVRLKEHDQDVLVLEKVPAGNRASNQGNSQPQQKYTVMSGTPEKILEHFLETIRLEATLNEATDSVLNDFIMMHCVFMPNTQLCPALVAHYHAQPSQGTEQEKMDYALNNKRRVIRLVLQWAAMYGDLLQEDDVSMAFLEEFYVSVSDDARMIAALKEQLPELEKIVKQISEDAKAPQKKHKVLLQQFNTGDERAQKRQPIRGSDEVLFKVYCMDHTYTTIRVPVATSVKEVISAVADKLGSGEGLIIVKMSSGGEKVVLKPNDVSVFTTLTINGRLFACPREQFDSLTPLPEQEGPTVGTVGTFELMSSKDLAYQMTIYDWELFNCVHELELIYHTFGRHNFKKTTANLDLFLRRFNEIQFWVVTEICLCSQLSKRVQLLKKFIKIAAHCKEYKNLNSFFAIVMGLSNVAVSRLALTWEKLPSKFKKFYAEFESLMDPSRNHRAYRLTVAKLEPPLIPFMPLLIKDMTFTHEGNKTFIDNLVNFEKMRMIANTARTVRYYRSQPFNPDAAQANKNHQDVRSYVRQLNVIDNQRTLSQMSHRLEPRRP
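EPAC2 (100 nM) mixed with Rap1B loaded with BODIPY-GDP (250 nM) plus 50 uM unlabeled GDP; compounds pinned in, 5 min RT, then read every 5 min for 30 min (ex 480, em 540 nm). Normalized to cAMP control.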
pAkt inh: Akt phosphorylation inhibition; Neuro2A IGF-stimulated pAkt S473 HTRF, 20 min; active compounds read low; activity change, % for hits at 50 µM; 0.32% of 360,000 active; in the data active means activity change below about -80%; inconclusive means mostly about -51% to -80%; further: on the % scale 0 is the no-effect control and ±100 the full control effect
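Neuro2A cells (4,500/well, DMEM with 0.5% FBS) were treated with compound at a single 50 µM final concentration, stimulated with 6 nM IGF for 20 min at 37 °C, and lysed. Phospho-Akt Ser473 was read by HTRF as 665/615 ratio ×10^4.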
Mm-Cpn inhibitor: blocks the Methanococcus maripaludis chaperonin Mm-Cpn; purified Mm-Cpn ATPase, ADP Transcreener TR-FRET; Potency, µM (series often up to 76.9 µM), for the others: top-dose activity, negative = inhibition, actives largely listed as inhibitors; 0.031% of 330,000 active; further: potency means the concentration at half of the fitted maximal effect; on the % scale 0 is the no-effect control and ±100 the full control effect; nearly all actives have a fitted effect of over 80% in size
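Compound-treated chaperonin, 25 nM final, turns over 10 uM ATP at 37°C for 30 min following a 10 min preincubation; ADP generated competes with ADP-d2 for Eu-cryptate antibody, lowering FRET.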
EPAC2 antag: antagonists of human EPAC2; Q8WZA2; EPAC2 GEF exchange of Rap1B-BODIPY-GDP, fluorescence; Potency, µM (titrated, usually from 114 µM), without a hit: at the highest dose activity, negative = inhibition, most hits filed as inhibitors; 0.18% of 360,000 active; further: potency means the concentration at half of the fitted maximal effect; on the % scale 0 is the no-effect control and ±100 the full control effect; nearly all actives have a fitted effect of over 45% in size; many of its hits are not listed in these tables
Nrf2 inh: blocks Nrf2 signaling | 2.1% of 360,000 active | Potency, µM (series often up to 46 µM), inactives show top-dose activity change, negative = inhibition, usual class: inhibitors | A549 ARE-Fluc reporter, luciferase luminescence, 18-24 h; further: potency means the concentration at half of the fitted maximal effect; on the % scale 0 is the no-effect control and ±100 the full control effect; nearly all actives have a fitted effect of over 60% in size
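Quantitative HTS in A549 cells stably bearing an antioxidant response element-firefly luciferase construct. Inhibition of Nrf2-driven transcription was scored by luminescence after 18-24 h of compound exposure at 37 °C.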
TGFb inhibitor: blocks TGF-b signaling. HepG2 CAGA-GFP TGF-b/SMAD3 reporter, GFP fluorescence, 18 h; TGF-beta stimulated, 500 pg/mL final. Potency, µM (highest dose often 46.1 µM), without a hit: at the top dose activity, negative = inhibition, actives largely listed as inhibitors. 1.2% of 410,000 active. AID 588855; further: potency means the concentration at half of the fitted maximal effect; on the % scale 0 is the no-effect control and ±100 the full control effect; nearly all actives have a fitted effect of over 65% in size
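First, reporter cells (HEPG2 CAGA-GFP) rested 2 h at 37 degrees C. Next, compounds were pinned in and TGF-beta added to 500 pg/mL final. After 18 h, GFP was imaged per cell and summed per well.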
* hit, by the source's call; i = inactive; ? = inconclusive; nt = not tested or not shown; [ ] = another dose, or the depositor's remark. Unless noted, the call rests on the fitted dose curve; in most records, active means well fitted curve in the direction sought with a large enough effect; inconclusive means small, poorly fitted or top-dose-only effect, or another doubt; inactive means no such curve, though single readings can be large; an effect the other way counts as inactive or inconclusive. An excerpt; count on the stated rates, not on these rows.

Sequence of screens: pAkt inh | Mm-Cpn inhibitor | TGFb inhibitor | Nrf2 ARE act | EPAC2 antag | Nrf2 inh | EPAC2 ag | CCT modulator | A549 tox
(1) Cc1c(CC=C(Cl)Cl)c(=O)[nH]c2c(C)cccc12
→ i | -3.8% | 15.4% | 0.0% | -0.7% | 0.2% | -2.1% | 14.9 | 2.2%
(2) COc1ccccc1NC(=O)Cn1cnc2c(nnn2-c2ccc(C)cc2)c1=O
→ i | -0.5% | -2.3% | 0.3% | -0.9% | 1.1% | 5.4% | -5.0 | -3.7%
(3) Cc1ccccc1OCC(O)Cn1c(Br)nc2c1c(=O)[nH]c(=O)n2C (centres undefined)
→ i | 0.5% | -5.3% | 4.5% | 3.9% | -58.3% | 8.9% | -1.4 | 6.1%
(4) CCOC(=O)C1CCN(c2c(NCCCN3CCN(Cc4ccccc4)CC3)c(=O)c2=O)CC1
→ i | 0.7% | -1.6% | 0.4% | -2.8% | 5.6% | 6.4% | -0.3 | 12.4%
(5) COc1cc(CC(NC(C)=O)C(=O)NC2CCN(c3nc(OC)nc(OC)n3)CC2)cc(OC)c1 (centres undefined)
→ i | 0.1% | -0.4% | 4.3% | 2.0% | -11.0% | 1.5% | -0.3 | 5.7%
(6) CC1=Nn2c(nnc2-c2n[nH]c3c2CCC3)SC1
→ i | -0.2% | 15.5% | -0.9% | 9.3% | ? | -9.8% | -2.1 | -16.2%
(7) COc1ccc(CCNC(=O)c2ccc(N3CCCCS3(=O)=O)cc2)cc1OC
→ i | -0.8% | -26.2% | -0.1% | 7.7% | -13.2% | 4.9% | -0.1 | 8.8%
(8) CC(C)N(C(C)C)S(=O)(=O)c1ccc(NN)nc1
→ i | 2.2% | -22.7% | -1.9% | 16.9% | 8.2% | 5.0% | 1.3 | 14.5%
(9) Cc1cccc(C)c1NC(=S)NC(C)CCc1ccccc1 (centres undefined)
→ i | 1.2% | -0.6% | -0.2% | -9.7% | -5.0% | 5.6% | -8.8 | 4.5%
(10) O=C1COc2ccc(C(=O)COC(=O)CCSc3ccc(Cl)cc3)cc2N1
→ i | -12.4% | -2.3% | 1.0% | -7.9% | ? | 2.6% | -17.5 | 5.9%
(11) NC(=O)C(c1ccc(Br)cc1)c1ccc(C(=O)c2ccccc2)cc1 (centres undefined)
→ i | 1.6% | ? | -0.3% | -17.2% | 23.1% | 8.2% | 0.8 | -0.8%
(12) CCC1Sc2ccc(S(=O)(=O)CCC(=O)Nc3cc(C)ccn3)cc2NC1=O (centres undefined)
→ nt | 0.9% | -20.7% | 0.9% | -4.4% | -1.5% | 11.0% | -0.6 | -1.1%
(13) O=C1CC2(CCCCCC2)Oc2ccc(Cl)cc21
→ i | nt | -0.2% | -0.3% | -12.2% | 9.4% | 3.7% | -1.2 | -3.2%
(14) CCOc1ccccc1N(CC(=O)Nc1ccc(S(=O)(=O)N2CCCC2)cc1)S(C)(=O)=O
→ i | -0.6% | -0.2% | 0.1% | -5.1% | -19.2% | -2.3% | -1.1 | -7.2%
(15) COc1ccc(N2CCN(C(=O)C3CCCN(S(=O)(=O)c4ccc(C)cc4)C3)CC2)cc1 (centres undefined)
→ i | 0.4% | -5.4% | -0.5% | -7.6% | ? | -0.6% | -0.9 | -8.1%
(16) O=C(CCc1nnc(CCCCc2ccccc2)o1)NCCN1CCCCC1=O
→ i | -1.5% | -0.6% | -0.8% | 4.1% | -24.4% | 1.1% | -4.0 | 5.5%
(17) CCCCN=C1SC(C(=O)Nc2sc3c(c2C(=O)OC)CCC3)C(N)=C1C(=O)N1CCOCC1 (centres undefined)
→ i | nt | 14.8% | -0.7% | 21.2% | 0.2% | 18.9% | -0.1 | 3.3%
(18) CCOC(=O)C1=C(C)N(C)C(=S)NC1c1c(OCC)ccc2ccccc12 (centres undefined)
→ i | -3.5% | -17.2% | 0.2% | 1.3% | 25.2% | 3.5% | 0.7 | 7.6%
(19) COc1ccccc1CNC(=O)Cn1nc(C(F)(F)F)cc1C
→ i | 0.8% | -4.3% | -0.9% | -0.3% | 19.9% | 6.6% | -0.1 | 0.1%
(20) Cc1sc2ncnc(SC(C)C#N)c2c1C (centres undefined)
→ i | -0.4% | ? | 7.4% | -1.0% | 10.0% | -3.7% | -0.4 | 1.0%
(21) Cc1ccccc1N1CC(C(=O)Nc2nnc(SCc3ccccn3)s2)CC1=O (centres undefined)
→ i | -6.3% | -13.3% | 0.4% | 1.3% | 4.8% | 13.8% | -4.1 | 5.2%
(22) N#CCCN(C(=O)Nc1ccc(Cl)cc1)c1ccccc1
→ i | 0.3% | -15.1% | -0.4% | 3.9% | nt | 1.7% | -0.3 | -4.8%
(23) COc1ccc(NC(=O)c2cc3n(n2)C(C(F)(F)F)CC(c2ccco2)N3)cc1 (centres undefined)
→ i | -1.6% | -0.8% | 2.4% | -1.4% | nt | -4.8% | 1.6 | ?
(24) CCc1nc2c(OCC3CCCCC3)cccn2c1N(C)C(=O)c1ccccc1F
→ i | nt | ? | -1.1% | 15.3% | nt | 16.0% | 0.7 | nt
(25) CCOC(=O)c1ccc(NC(=O)c2nc[nH]c2C(=O)N[C@@H](CCCCNC(=O)OC(C)(C)C)C(=O)OC(C)(C)C)cc1
→ i | 1.4% | ? | -0.4% | -18.1% | 23.1µM* | -14.7% | 0.6 | -11.0%
(26) O=[N+]([O-])c1cccc(COc2ccccc2CN2CCCCC2)c1
→ i | nt | 11.5% | 0.2% | -4.5% | 5.8% | 4.9% | -0.4 | -1.8%
(27) CN(C)CCCN(C(=O)c1ccc2c(c1)CCCC2)c1nc2ccc(Cl)cc2s1
→ i | -6.4% | ? | -2.3% | -17.1% | -16.2% | 6.5% | -2.8 | -5.7%
(28) CCc1nc2ccc(C(=O)Nc3cccc(OCC(=O)N(C)C)c3)cn2c1N(CC)CCOC
→ i | nt | -27.8% | -0.1% | 8.3% | nt | -2.6% | -1.3 | nt
(29) COc1cc(NC(=O)CCCn2c(=O)oc3ccccc32)cc(OC)c1
→ i | -14.8% | 14.0% | 2.8% | -3.1% | -3.5% | 2.5% | -0.3 | 0.1%
(30) COc1cccc(-c2cc(C(F)(F)F)n3nc(C(=O)Nc4c(C)n(C)n(-c5ccccc5)c4=O)cc3n2)c1
→ i | -1.4% | -11.7% | 7.5% | -3.8% | -11.1% | 5.6% | -4.5 | -2.9%

Some of the entries so far, bar-delimited:
cpd | molecule | pAkt inh | Mm-Cpn inhibitor | TGFb inhibitor | Nrf2 ARE act | EPAC2 antag | Nrf2 inh | EPAC2 ag | CCT modulator | A549 tox
11 | NC(=O)C(c1ccc(Br)cc1)c1ccc(C(=O)c2ccccc2)cc1 (centres undefined) | i | 1.6% | ? | -0.3% | -17.2% | 23.1% | 8.2% | 0.8 | -0.8%
6 | CC1=Nn2c(nnc2-c2n[nH]c3c2CCC3)SC1 | i | -0.2% | 15.5% | -0.9% | 9.3% | ? | -9.8% | -2.1 | -16.2%

The list continues:
Sequence of screens: pAkt inh | Mm-Cpn inhibitor | TGFb inhibitor | Nrf2 ARE act | EPAC2 antag | Nrf2 inh | EPAC2 ag | CCT modulator | A549 tox
(31) Cc1nn(Cc2ccccc2)c(C)c1CNC(=O)[C@H](C)N=C1NS(=O)(=O)c2ccccc21
→ i | -1.2% | 4.7% | -1.1% | 13.0% | 21.4% | -7.3% | 0.8 | -2.6%
(32) CCCCCCSc1nc2c(c(=O)[nH]c(=O)n2C)n1C
→ i | 1.4% | 5.1% | -0.8% | -13.1% | -24.5% | -4.8% | -0.6 | 0.2%
(33) COc1ccc(S(=O)(=O)Nc2ccccc2C(F)(F)F)cc1
→ i | 0.9% | 15.3% | -0.3% | -2.0% | nt | 0.8% | -2.7 | -5.1%
(34) Cc1ccc(C)c(N2CCN(C(=O)CN3C(=O)COc4ccc(S(=O)(=O)N5CCOCC5)cc43)CC2)c1
→ nt | nt | 4.1% | -1.6% | nt | -1.2% | nt | nt | -1.9%
(35) COc1cc(Nc2ccc(S(=O)(=O)N3CCN(C)CC3)cc2[N+](=O)[O-])cc(OC)c1
→ i | -1.3% | ? | 2.9% | -12.1% | ? | -5.8% | -0.6 | -10.0%
(36) C=CCc1ccccc1OCC(O)CN1CCN(c2ccc(OC)cc2)CC1 (centres undefined)
→ i | -1.4% | -18.1% | 0.5% | -1.5% | -14.7% | 4.9% | -1.2 | 4.0%
(37) CC1C(=O)N(Cc2cn(CC3CCCCC3)nn2)CCS(=O)(=O)N1Cc1ccc(-c2cccc(N(C)C)c2)cc1 (centres undefined)
→ i | nt | 1.6% | 4.4% | 9.0% | nt | 3.1% | 1.8 | nt
(38) O=C(NCc1ccc2c(c1)OCO2)C1CCC(CNS(=O)(=O)c2cccc3nsnc23)CC1 (centres undefined)
→ i | -5.4% | ? | -0.8% | 3.0% | 4.8% | 0.2% | 0.6 | -5.5%
(39) CCOc1ccc2ccccc2c1C(=O)N1CCOCC1
→ i | -1.1% | 2.0% | 0.1% | 7.6% | 8.7% | 5.5% | 0.2 | -26.6%[1.84 µM]
(40) Cc1cc(C)n2nc(C(=O)OCC(=O)N3CCC3)nc2n1
→ i | 0.8% | 2.1% | -0.6% | 2.2% | 9.6% | 7.4% | 0.0 | 0.9%
(41) CN(C)c1ccc(NC(=S)NCC2CCCO2)cc1 (centres undefined)
→ i | -0.5% | 10.0% | 3.4% | 9.0% | ? | -1.1% | 2.2 | 3.8%
(42) COc1ccc(CCNC(=O)CSc2nncs2)cc1
→ i | -1.7% | -1.9% | -0.9% | 8.2% | 11.2% | -3.8% | -2.3 | 2.6%
(43) Cc1ccc(CN2CCNC(=O)C2CC(=O)NC2CCCCCC2)o1 (centres undefined)
→ i | -3.5% | -3.8% | 0.3% | 4.2% | -4.4% | 3.6% | -3.1 | -1.5%
(44) COc1ccc2[nH]c(C)c(CCNS(=O)(=O)c3cc(F)ccc3OC)c2c1
→ nt | nt | -21.8% | 3.6% | nt | -1.9% | nt | nt | -1.8%

Screening data deposited in PubChem BioAssay by National Center for Advancing Translational Sciences (NCATS).
